Cav3 T inh: Cav3.2 calcium influx blockers – cell-based, Fluo-4 calcium fluorescence, FDSS, MLSMR library, primary screen | Cav3.2-expressing cells; active compounds read low | 4% of 100,000 active | Voltage-dependent T-type calcium channel subunit alpha-1H (Homo sapiens), O95180 | AID 449739, 2010 | B-score at 10 µM;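 active = single-dose well whose peak fluorescence ratio is a statistical outlier from its plate by either plate-standardised score or position-corrected B-score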
Target sequence (O95180 whole entry, looked up): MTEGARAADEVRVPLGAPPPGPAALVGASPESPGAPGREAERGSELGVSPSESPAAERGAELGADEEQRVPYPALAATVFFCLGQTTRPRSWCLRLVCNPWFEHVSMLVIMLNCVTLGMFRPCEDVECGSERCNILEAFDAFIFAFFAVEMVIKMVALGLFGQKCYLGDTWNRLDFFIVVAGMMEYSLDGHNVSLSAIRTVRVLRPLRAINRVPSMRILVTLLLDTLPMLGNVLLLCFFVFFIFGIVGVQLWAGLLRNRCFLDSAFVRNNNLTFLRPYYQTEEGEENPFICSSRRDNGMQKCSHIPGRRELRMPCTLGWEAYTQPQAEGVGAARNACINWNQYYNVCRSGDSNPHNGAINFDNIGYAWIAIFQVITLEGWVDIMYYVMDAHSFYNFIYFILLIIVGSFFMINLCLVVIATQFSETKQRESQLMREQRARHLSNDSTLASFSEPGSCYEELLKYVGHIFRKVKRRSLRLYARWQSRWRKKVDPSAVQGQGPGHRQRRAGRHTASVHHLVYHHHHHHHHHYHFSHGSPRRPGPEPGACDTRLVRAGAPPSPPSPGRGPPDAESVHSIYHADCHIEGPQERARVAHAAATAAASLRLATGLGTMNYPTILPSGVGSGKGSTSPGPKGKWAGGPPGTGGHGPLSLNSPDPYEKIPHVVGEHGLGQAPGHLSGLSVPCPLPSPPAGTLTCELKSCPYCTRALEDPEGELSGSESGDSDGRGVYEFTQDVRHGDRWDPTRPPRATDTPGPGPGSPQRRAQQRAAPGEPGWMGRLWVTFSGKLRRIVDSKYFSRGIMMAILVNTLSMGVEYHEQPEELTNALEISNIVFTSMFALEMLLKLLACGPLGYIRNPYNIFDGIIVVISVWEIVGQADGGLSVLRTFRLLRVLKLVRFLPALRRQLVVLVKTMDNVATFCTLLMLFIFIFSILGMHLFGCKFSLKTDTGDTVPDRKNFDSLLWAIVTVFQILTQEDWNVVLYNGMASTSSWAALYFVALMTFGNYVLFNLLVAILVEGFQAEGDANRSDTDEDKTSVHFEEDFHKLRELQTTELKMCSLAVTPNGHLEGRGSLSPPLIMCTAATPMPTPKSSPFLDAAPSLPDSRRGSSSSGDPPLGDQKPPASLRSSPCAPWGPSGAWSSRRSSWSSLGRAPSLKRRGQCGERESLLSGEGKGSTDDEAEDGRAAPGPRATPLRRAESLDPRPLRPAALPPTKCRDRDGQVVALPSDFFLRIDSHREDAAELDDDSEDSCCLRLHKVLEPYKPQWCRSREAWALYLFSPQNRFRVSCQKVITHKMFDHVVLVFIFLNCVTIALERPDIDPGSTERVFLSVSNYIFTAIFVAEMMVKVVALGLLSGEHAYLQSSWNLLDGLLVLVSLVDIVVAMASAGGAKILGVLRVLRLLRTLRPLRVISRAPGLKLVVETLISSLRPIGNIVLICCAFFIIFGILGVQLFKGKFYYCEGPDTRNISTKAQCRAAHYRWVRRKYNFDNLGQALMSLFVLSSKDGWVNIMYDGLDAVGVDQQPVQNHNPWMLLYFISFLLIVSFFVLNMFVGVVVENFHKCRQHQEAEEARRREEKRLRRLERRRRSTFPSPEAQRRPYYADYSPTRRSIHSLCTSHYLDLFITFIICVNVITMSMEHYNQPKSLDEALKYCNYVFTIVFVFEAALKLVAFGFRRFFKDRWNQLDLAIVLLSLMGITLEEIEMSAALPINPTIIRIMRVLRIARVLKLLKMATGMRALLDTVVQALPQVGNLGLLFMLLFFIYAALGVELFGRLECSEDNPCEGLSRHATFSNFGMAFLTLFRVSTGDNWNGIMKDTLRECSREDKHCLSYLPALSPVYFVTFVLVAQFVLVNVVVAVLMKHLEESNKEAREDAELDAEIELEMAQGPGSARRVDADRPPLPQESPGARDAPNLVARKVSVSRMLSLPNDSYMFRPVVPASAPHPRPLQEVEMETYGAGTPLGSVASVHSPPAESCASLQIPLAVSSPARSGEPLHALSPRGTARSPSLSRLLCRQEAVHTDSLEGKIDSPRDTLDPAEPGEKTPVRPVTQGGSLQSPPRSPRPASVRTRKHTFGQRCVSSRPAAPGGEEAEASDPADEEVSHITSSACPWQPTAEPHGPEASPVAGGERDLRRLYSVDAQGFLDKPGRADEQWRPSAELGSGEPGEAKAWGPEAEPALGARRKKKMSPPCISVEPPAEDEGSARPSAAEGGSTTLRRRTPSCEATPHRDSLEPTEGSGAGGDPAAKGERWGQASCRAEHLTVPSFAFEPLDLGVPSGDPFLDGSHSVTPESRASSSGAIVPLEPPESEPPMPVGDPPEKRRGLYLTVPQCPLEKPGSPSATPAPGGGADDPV
The depositor's hits bear a star. These rows are one share of the data (hit frequency here may not be typical).

SMILES | Cav3 T inh
N#CC1=C(N)Oc2n[nH]c(-c3ccncc3)c2C1c1ccsc1 (configuration not stated) | -0.00934
CCCCOP(=O)(c1ccc(N(C)C)cc1)C(O)c1ccncc1 (configuration not stated) | 0.803
CCN(CC)CCCNS(=O)(=O)c1ccc(OC)cc1 | -2.72
COc1cc2c(cc1OC)C(C(=O)NCc1ccco1)C1c3ccccc3CCN1C2=O (configuration not stated) | 1.43
CCCCSc1nnc(-c2ccc(NC(=O)CCc3ccccc3)cc2)n1C | -0.536
COc1cc(C2C(C#N)=C(N)Oc3cc(C)n(CCc4ccccc4)c(=O)c32)cc2c1OCO2 (configuration not stated) | -0.877
CC(=O)NC1(C(F)(F)F)C(=O)N(Cc2ccccc2)C2=C1C(=O)CC(C)(C)C2 (configuration not stated) | 0.431
C=CCSc1nnc(NC(=O)c2ccc(Cl)nc2)s1 | 0.224
Cc1cc(C)nc(/N=c2/ssnc2Cl)c1 | 0.666
CCOC(=O)CCNc1n[nH]c(=O)[nH]c1=O | -0.163
CC1(C)CC(=O)C2=C(C1)N(Cc1ccco1)C(=O)C2(NC(=O)c1ccc(Cl)cc1Cl)C(F)(F)F (configuration not stated) | -0.11
Cc1ccc(NC2=NCCCCC2)cc1 | 0.0586
CC1=Nc2ccccc2NC(=O)C1Sc1nnc(C)s1 (configuration not stated) | 0.384
C=CCc1ccc(OCCCCN2CC(C)OC(C)C2)c(OC)c1 (configuration not stated) | -0.617
Cc1ccc(S(=O)(=O)Nc2c(C)nn(C)c2C)cc1 | -0.306
CC(C)OC(=O)CSc1nnc(-c2ccc(Cl)cc2)n1N | 0.123
CCCCn1c(CNC(=O)CCC)nc2ccccc21 | 0.653
CCOC(=O)Nc1nc(-c2ccccc2)c(C(=O)c2ccc(Cl)cc2)s1 | -3.99
Cc1onc(-c2ccccc2)c1C(=O)NCc1cccs1 | 0.731
COC(=O)CC1SC(=O)NC1=Nc1ccc(C)cc1 (configuration not stated) | 0.257
CCCN1/C(=C2/SC(=S)N(CC)C2=O)C=Cc2ccccc21 | 0.191
O=P(O)(CCc1ccccc1)C(O)c1ccccc1 (configuration not stated) | 1.79
CC1=C(C#N)C(c2cccnc2)C2=C(CC(C)(C)CC2=O)N1 (configuration not stated) | 1.59
COC(=O)c1cc2n3ccccc3c(C)c(-c3ccccc3)c-2c1C(=O)OC | -0.0559
NC(=O)c1sc2nccc(Nc3ccccc3)c2c1N | 1.55

Individual results from the results shown:
CCOC(=O)CCNc1n[nH]c(=O)[nH]c1=O in Cav3 T inh shows -0.163
NC(=O)c1sc2nccc(Nc3ccccc3)c2c1N in Cav3 T inh shows 1.55
CCN(CC)CCCNS(=O)(=O)c1ccc(OC)cc1 in Cav3 T inh shows -2.72
CC(C)OC(=O)CSc1nnc(-c2ccc(Cl)cc2)n1N in Cav3 T inh shows 0.123
Cc1onc(-c2ccccc2)c1C(=O)NCc1cccs1 in Cav3 T inh shows 0.731

Going on with the list:
SMILES | Cav3 T inh
CCS(=O)(=O)Nc1ccc(-c2ccc(NS(=O)(=O)CC)c(OC)c2)cc1OC | 0.00954
CC[C@H](C)[C@@H](C(=O)N1CCNCC1)n1cc([C@@H](N)Cc2ccc(O)cc2)nn1 | 0.0182
CC[C@H](C)C(=O)O[C@H]1C[C@@H](C)C=C2C=C[C@H](C)[C@H](CC[C@@H]3C[C@@H](O)CC(=O)O3)[C@H]21 | -2.87
Nc1cc(N)nc(SCC(=O)N2CCN(C(=O)c3ccco3)CC2)n1 | 0.0187
O=C(NNC(=O)c1ccc2ccccc2c1O)c1ccccc1Cl | 0.163
CCCn1c(NCc2ccc(N(C)C)cc2)nc2ccccc21 | -1.19
COc1cc(NC(=O)c2ccc3c(c2)OCO3)c2ncccc2c1 | 0.844
CC(=O)c1ccc(N2CCN(C(=O)c3ccc(NC(=O)C4CCCO4)cc3)CC2)cc1 (configuration not stated) | -0.0911
COc1ccccc1NC(=O)c1cc2ccccc2o/c1=N\O | -0.68
COc1cccc(NC(=O)N2CCC(C(N)=O)(N3CCCCC3)CC2)c1 | 0.434
c1ccc(COCCN2CCN(CCOCc3ccccc3)CC2)cc1 | 1.01
N=C1C(=O)OCC1c1cc(Cl)ccc1NC(=O)Nc1ccccc1 (configuration not stated) | -0.355
OCCNC1=NCCN1 | -0.157
COc1cc(NC(=O)c2ccco2)c(OC)cc1NC(=O)CSc1nnc(-c2cccs2)n1C | -0.13
O=C(CSc1nnc(-c2ccncc2)n1CC1CCCO1)Nc1nccs1 (configuration not stated) | -1.61
CCOc1ccccc1OCCCC(=O)Nc1ccc(OC)nc1 | 0.659
COCc1nc(-c2cc(Br)ccc2OC)no1 | -0.19
CC1(C)C(=O)OC(C(=O)c2ccc(C(C)(C)C)cc2)C(C)(C)C1=O (configuration not stated) | -0.261
CCOc1ccc(C2=Nn3c(nnc3-c3ccccc3OC)SC2)cc1 | -5.33*
CCOC(=O)N1CCN(C(=O)CN(c2ccc(C)c(C)c2)S(=O)(=O)c2ccccc2)CC1 | -1.16
CCC(C)NC(=O)c1ccccc1NS(=O)(=O)c1ccc(OC)c(OC)c1 (configuration not stated) | 0.0235
O=C(CN1C(=O)C2C3C=CC(C3)C2C1=O)Nc1ccc(C(=O)O)cc1 (configuration not stated) | 0.82
C=C1CCN(c2ccc(C(=O)NCCC)cc2[N+](=O)[O-])CC1 | 0.271
CC1(C)Cc2c(c(N3CCOCC3)nc3sc(C#N)c(N)c23)CS1 | 1.09
Cn1c(=O)c2[nH]c(C3CCCC3)nc2n(C)c1=O | -2.29
The list continues:
SMILES | Cav3 T inh
COc1ccc2c(c1OC)C(=O)N1c3ccccc3C(=O)N(c3ccccc3)C21 (configuration not stated) | -1.73
CCOC(=O)CCc1c(C)c2ccc(OCC(=O)N(CC)CC)c(C)c2oc1=O | 0.703
CCOc1ccccc1NC(=O)CC1Nc2ccccc2NC1=O (configuration not stated) | -0.689
Cc1nnc(NC(=O)CSc2ncnc3c2cnn3-c2ccccc2C)s1 | -1.04
Cc1ccc(CC2CC(=O)N(Cc3ccco3)C2=O)cc1 (configuration not stated) | 0.606
Cc1ccc(C)c(NC(=O)c2ncn[nH]2)c1 | -4.2*
COc1ccc(CN2CCSCC2)cc1O | 0.132
CCOC(=O)c1c(C)[nH]c(C)c1C(=O)COC(=O)[C@@H](NC(=O)c1ccccc1OCC)C(C)C | -2.19
N#CC1(c2c(O)nc3n(c2=O)CCCS3)CCCCC1 | 0.229
CCc1[nH]nc2c1C1(CCN(C(=O)OCc3ccccc3)CC1)C(C#N)=C(N)O2 | 0.104
Cc1ccc(N(C)C(=O)C2CCN(S(=O)(=O)c3ccc4c(c3)oc(=O)n4C)CC2)cc1 | 0.766
COCc1[nH][nH]c(=O)c1C=Nc1ccc(Cl)cc1 | 0.439
COc1ccc(Br)cc1CNC(=O)Nc1cccs1 | -2.42
CC(C)(C)NC(=O)C(c1ccccc1)N(C(=O)c1csnn1)C1CC1 (configuration not stated) | 0.944
COc1cc(/C=N/O)cc(Br)c1OCc1cccc(Cl)c1 | 0.266
CN(C)Cc1c(O)ccc2[nH]cnc12 | -0.199
N#Cc1nc(COc2ccc(Br)cc2)oc1N1CCCCCC1 | -2.16
Cc1c(C#N)c2ccccc2n1CC(=O)NCCc1c[nH]c2ccccc12 | -0.0365
CC(=O)/C(C#N)=C1\NC(=O)C(Cc2ccc(C)c(C)c2)S1 (configuration not stated) | -1.74
CCC(C)NC(=O)c1c(N)n(/N=C/c2cccs2)c2nc3ccccc3nc12 (configuration not stated) | -0.663
Cc1ccc(C)c(N(CC(=O)NC2CCCC2)C(=O)c2cc3cc4cccc(C)c4nc3s2)c1 | -1.04
Cc1cc(C)n(-c2cc(C(C)(C)C)nc3c(-c4ccc(Cl)cc4)cnn23)n1 | 0.036
CC(C)(C)NC(=O)CSc1nnc(NC(=O)CCn2cnc3ccccc3c2=O)s1 | 0.511
COc1ccc(S(=O)(=O)Nc2ccc(S(=O)(=O)N3CCCCC3)cc2)cc1OC | 0.232
CCOc1ccc(C(=O)Nc2c3c(nn2C(C)(C)C)CSC3)cc1OCC | -3.33*

A draw from above in order of number of heavy atoms, ascending:
SMILES | Cav3 T inh
C=CCSc1nnc(NC(=O)c2ccc(Cl)nc2)s1 | 0.224
CC1=Nc2ccccc2NC(=O)C1Sc1nnc(C)s1 (configuration not stated) | 0.384
CCCN1/C(=C2/SC(=S)N(CC)C2=O)C=Cc2ccccc21 | 0.191
Nc1cc(N)nc(SCC(=O)N2CCN(C(=O)c3ccco3)CC2)n1 | 0.0187
O=C(CSc1nnc(-c2ccncc2)n1CC1CCCO1)Nc1nccs1 (configuration not stated) | -1.61
CCc1[nH]nc2c1C1(CCN(C(=O)OCc3ccccc3)CC1)C(C#N)=C(N)O2 | 0.104
CC(C)(C)NC(=O)CSc1nnc(NC(=O)CCn2cnc3ccccc3c2=O)s1 | 0.511

Next part.
SMILES | Cav3 T inh
Cc1ccc(C(=O)Nc2ccon2)cc1S(=O)(=O)N1CCCCCC1 | -0.264
CCC1CCCCN1S(=O)(=O)c1ccc(NC(=O)c2cccs2)cc1 (configuration not stated) | -1.5
COc1ccccc1CC(=O)O/N=C(\N)c1cccc([N+](=O)[O-])c1 | -0.247
CCCc1nc2sc(C(=O)OCC)c(N)c2c2c1COC(C)(C)C2 | -0.513
Cc1ccc(N2C(=O)CC(Sc3nc4ccccc4o3)C2=O)cc1Cl (configuration not stated) | 0.169
CCC1CCCCN1CCCn1c(=S)[nH]c2ccccc2c1=O (configuration not stated) | 0.924
CN(C)c1ccc(N=Cc2ccco2)cc1 | -3.29
O=C(Cc1ccccc1)Nc1cccc(N2CCCC2)c1 | -0.121
Cc1ccc2oc(Nc3nc(C)cc(C)n3)nc2c1 | 0.471
Cc1cc(NC(=O)CSc2nc3c(sc4ccccc43)c(=O)n2CCc2ccccc2)n[nH]1 | -0.0871
Cc1nn(C)c(C)c1CN(C)C(=O)c1cc2n(n1)C(C(F)(F)F)CC(c1cccs1)N2 (configuration not stated) | 0.435
O=S1(=O)[C@H]2C[C@@H]3CC[C@]2(CN1Cc1cccc(F)c1)O3 | 0.202
CCCCCC(=O)Nc1cccc(C2=NOC3(C2)C[C@H](C(N)=O)N(C(=O)[C@H]2CCC(=O)N2)C3)c1 (some centres not stated) | 0.436
O=C(O)C[C@H]1c2ccc(C(F)(F)F)cc2S(=O)(=O)N1C1CCCCC1 | 1.08
COc1ccc(S(N)(=O)=O)cc1C(=O)NCCCN1CCN(c2ccc(C)cc2)CC1 | 0.0622
Cn1c(=O)c2c(nc(NCCCO)n2CCc2ccccc2)n(C)c1=O | 1.33
Cc1ccccc1N(Cc1nnc2n1CCCCC2)C(=O)Nc1ccccc1 | -0.0585
CSc1nnc(-c2ccco2)c(-c2ccco2)n1 | 0.908
COc1c2c(c(C)c3c1C(=O)OC3)O[C@@]1(C)CC[C@@]3(O)C(C)(C)OC(=O)CC[C@]3(C)[C@H]1C2 | 0.285
Cc1ccc(-c2cc3nc4c(c(=O)n3[nH]2)CCCC4)cc1 | 0.029
CCOC(=O)c1sc(NC(=O)C(C)(C)C)cc1C | -0.561
CSc1nnc(-c2ccc(S(=O)(=O)N3CCOCC3)cc2)n1CC1CCCO1 (configuration not stated) | 0.231
CC(C)(C)C(=O)NCCCc1ccccc1 | 0.43
Cn1c(=O)c2c(nc(NC(Cc3ccccc3)C(=O)O)n2Cc2ccccc2)n(C)c1=O (configuration not stated) | 0.651
O=C(NNC(=O)c1sc2cccc(Cl)c2c1Cl)NC1CCCCC1 | 0.47
New compounds follow:
SMILES | Cav3 T inh
CCOC(=O)c1c(C)n(C)c2ccc(OCC(O)CNC(CC)CO)cc12 (configuration not stated) | 1.71
CN1CCN(C(=O)C2=C[C@H](c3ccc(C(F)(F)F)cc3)C[C@H](OCc3ccc(CO)cc3)O2)CC1 | 0.831
COc1ccc(OC)c(N(CC(=O)N2CCC(C)CC2)S(=O)(=O)c2ccc(OC)c(OC)c2)c1 | -0.692
C=C(C)c1cccc(C(C)(C)NC(=O)Nn2cnnc2)c1 | -0.712
O=C(COC(=O)C1CCCCC1C(=O)N1CCc2ccccc21)NCc1ccco1 (configuration not stated) | -0.592
CCc1ccc(NC(=O)CSc2nnc(Cn3c(=O)sc4ccccc43)n2C)cc1 | 0.179
Cc1[nH]nc(N=Cc2c(O)n(C)c(=O)n(C)c2=O)c1-c1ccccc1 | -0.178
Cc1ccc(NS(=O)(=O)c2cc(C(N)=O)ccc2C)cc1 | 0.413
CN1CCN(C(=O)c2ccccc2N(Cc2ccccc2)S(=O)(=O)c2ccccc2)CC1 | 0.251
CC(C)OC(=O)c1cccc(C(=O)Oc2ccc(Br)cc2)n1 | -2.5
Cc1cc2c3c(ccc(C)c3n1)N=CN2c1ccccc1 | 2.04
COc1ccc(NC(=O)Nc2c(C)n(C)n(-c3ccccc3)c2=O)cc1 | -0.433
CCOC(=O)c1[nH]c(C)c(C(=O)N(C)C)c1C | 0.899
CCCCCCCCCCCNC(=O)c1ccoc1C | -0.711
O=C1C=C(NCC2CCCO2)C2(CCCCC2)O1 (configuration not stated) | 1.5
COC(=O)c1c(C)cc(C)n2c1nc1ccccc12 | -1.07
Cc1cc(NC(=O)CS(=O)(=O)c2cn(Cc3ccc(F)cc3)c3ccccc23)no1 | -0.183
COC(=O)C1=C(N)n2c(s/c(=C\c3cccnc3)c2=O)=C(C(=O)OC)C1c1cccnc1 (configuration not stated) | 1.83
CCN(CC)c1ncc(C)c(=O)[nH]1 | -0.383
N#Cc1c(NC(=O)CSC2=NCCS2)sc2c1CCCC2 | -0.0408
C=C(C)CSc1nc(N)c2c3c(sc2n1)CCC3 | 0.00891
CCOC(=O)c1c(C)n(C)c2ccc(OCC(O)CN(CC)CC)cc12 (configuration not stated) | 0.549

Molecules from the list above with a nitro group on carbon, in the order listed:
SMILES | Cav3 T inh
C=C1CCN(c2ccc(C(=O)NCCC)cc2[N+](=O)[O-])CC1 | 0.271
COc1ccccc1CC(=O)O/N=C(\N)c1cccc([N+](=O)[O-])c1 | -0.247
